GLS inh: glutaminase GLS (human) inhibition. O94925. GLS enzymatic activity, qHTS titration. Potency, µM (series often up to 45.5 µM), for inactives: top-dose activity change, negative = inhibition, most hits filed as inhibitors. 410,000 tested, 0.21% active; note: potency is the fitted concentration of half-maximal effect; % is set by controls: 0 for no effect and ±100 for the full control effect
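Coupled fluorescence readout: glutamate oxidase/HRP/Amplex Red detect glutamate formed by hKGA from L-glutamine (1 mM solution added). Buffer 45 mM KH2PO4 pH 8.2, 0.02% Tween-20; reads at t0 and 30 min RT.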
ALOX12 inh: inhibitors of human 12S-lipoxygenase ALOX12; P18054; purified 12hLO, xylenol orange hydroperoxide absorbance; Potency, µM (doses to about 108 µM), inactives show at the top dose activity change, negative = inhibition, actives largely listed as inhibitors; 580,000 tested, 1.1% active; AID 1671190; note: potency is the fitted concentration of half-maximal effect; % is set by controls: 0 for no effect and ±100 for the full control effect
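Purified human 12hLO (150 nM final) in 25 mM Hepes, 0.01% Triton X-100, pH 7.0 was preincubated 15 min at room temperature with compound. Then 40 uM arachidonic acid was added, 30 min. Hydroperoxide was read by Fe-XO absorbance ratio 573/405 nm.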
JMJD2A Tudor inh: inhibitors of human JMJD2A Tudor domain; 390,000 tested, 4.4% active; AlphaScreen JMJD2A-Tudor / H3K4me3 peptide binding; Potency, µM (top dose mostly 114 µM), for the others: at the highest dose activity change, negative = inhibition, hits mostly inhibitors; AID 504339; O75164; note: potency is the fitted concentration of half-maximal effect; % is set by controls: 0 for no effect and ±100 for the full control effect; nearly all actives have a fitted effect of over 50% in size
Target sequence (O75164 whole entry, looked up, the tested form may be a part): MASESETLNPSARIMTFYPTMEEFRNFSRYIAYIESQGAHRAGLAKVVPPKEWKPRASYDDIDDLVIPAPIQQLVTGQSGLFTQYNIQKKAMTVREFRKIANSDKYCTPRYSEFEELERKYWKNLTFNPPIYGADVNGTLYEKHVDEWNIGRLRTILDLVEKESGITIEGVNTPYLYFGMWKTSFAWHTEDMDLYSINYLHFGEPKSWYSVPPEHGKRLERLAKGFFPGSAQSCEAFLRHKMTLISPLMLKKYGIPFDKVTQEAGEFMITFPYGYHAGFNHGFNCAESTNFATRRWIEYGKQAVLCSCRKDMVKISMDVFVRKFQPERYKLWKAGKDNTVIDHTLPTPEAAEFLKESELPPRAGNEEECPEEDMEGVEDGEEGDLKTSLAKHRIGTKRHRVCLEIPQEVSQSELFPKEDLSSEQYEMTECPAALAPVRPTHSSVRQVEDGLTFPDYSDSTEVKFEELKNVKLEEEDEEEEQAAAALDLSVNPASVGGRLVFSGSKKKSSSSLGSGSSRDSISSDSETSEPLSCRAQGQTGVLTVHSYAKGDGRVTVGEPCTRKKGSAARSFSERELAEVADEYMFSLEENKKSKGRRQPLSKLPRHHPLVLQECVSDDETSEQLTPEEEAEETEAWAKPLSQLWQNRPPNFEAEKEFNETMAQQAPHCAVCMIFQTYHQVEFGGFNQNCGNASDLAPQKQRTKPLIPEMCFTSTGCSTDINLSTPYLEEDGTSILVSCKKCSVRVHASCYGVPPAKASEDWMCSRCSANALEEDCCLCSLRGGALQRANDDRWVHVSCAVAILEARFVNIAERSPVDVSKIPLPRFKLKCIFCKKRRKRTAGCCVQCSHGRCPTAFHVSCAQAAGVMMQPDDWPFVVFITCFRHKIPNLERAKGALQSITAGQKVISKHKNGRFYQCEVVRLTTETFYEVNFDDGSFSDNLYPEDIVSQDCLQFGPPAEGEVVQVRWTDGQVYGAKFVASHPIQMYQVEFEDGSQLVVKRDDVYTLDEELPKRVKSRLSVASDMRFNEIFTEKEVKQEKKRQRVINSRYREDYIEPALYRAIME
BAZ2B block: inhibitors of human BAZ2B bromodomain | Q9UIF8 | AlphaScreen BAZ2B-H3K14Ac peptide displacement | Potency, µM (titrated, usually from 114 µM), inactives show top-dose activity change, negative = inhibition, usual class: inhibitors | 360,000 tested, 4.4% active | AID 504333; note: potency is the fitted concentration of half-maximal effect; % is set by controls: 0 for no effect and ±100 for the full control effect; nearly all actives have a fitted effect of over 60% in size
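Multi-concentration screen (max 110 uM) measuring displacement of acetylated histone H3 peptide from BAZ2B by AlphaScreen, using 50 nM protein, 50 nM peptide and 10 ug/mL streptavidin donor plus Ni-chelate acceptor beads.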
ERG Ets-DNA blk: ERG Ets/DNA interaction inhibition; 370,000 tested, 0.028% active; fluorescence polarization, His-ERG Ets domain / labelled DNA; Potency, µM (highest dose often 76.9 µM), for the others: at the top dose FP activity, negative = inhibition, usual class: inhibitors; active = well fitted inhibition curve with a large enough effect in the polarisation, with a control signal flat; inconclusive = small, poorly fitted or top-dose-only effect, or effect the other way, or a change in a side signal; inactive = no such curve, though single readings can be large or run the other way; the % refers to the polarisation;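 note: polarization taken with two DNA probes labelled with fluorescein and Texas red; potency is the fitted concentration of half-maximal effect; % of control where 0% means no effect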
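His-tagged ERG Ets domain (1 uM in the protein solution; 300mM KCl, 50mM Tris-HCl, 1mM EDTA, 1mM DTT, pH 7.5) received compound, then a probe mix of 5 nM fluorescein-DNA and 100nM Texas-615-DNA. Fluorescence polarization was read for both dyes.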
RGS4 inhibitor: blocks human RGS4-accelerated GTP hydrolysis; Transcreener GDP fluorescence polarization, RGS4-accelerated GTP hydrolysis; Potency, µM (doses to about 114 µM), without a hit: at the top dose activity change, negative = inhibition, hits mostly inhibitors; 390,000 tested, 0.039% active; note: potency is the fitted concentration of half-maximal effect; % is set by controls: 0 for no effect and ±100 for the full control effect; nearly all actives have a fitted effect of over 75% in size; some results filed as inactive show a strong effect at the top dose
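MLSMR compounds (23 nl, pin-transferred) preincubated 10 min at room temperature with a 500nM (2x) first reagent, then RGS4 at 900nM (2x) plus Transcreener GDP mix added; fluorescence polarization (620/688 nm) read before and after 90 min at 30 °C.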
PI4K2A block: PI4K2A (human) kinase inhibition | activity change, negative = inhibition, % at 76.9 µM | purified PI4K2A, ADP-Glo luminescence, 1 h; stronger effect = lower value | AID 1346378 | 420,000 tested, 0.13% active; in the data active = activity change below about -50%; inconclusive = mostly about -30% to -49%;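 note: -100% = wells without enzyme as full effect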
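Compounds are screened against recombinant PI4K2A using PI as substrate and ATP, the latter dispensed at 300 microM. Reactions run one hour at ambient temperature before ADP-Glo detection; full inhibition defined by wells lacking enzyme.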
G9a block: G9a (human) methyltransferase inhibition. Q96KQ7. G9a H3K9 monomethylation, AlphaScreen, 2 h. Potency, µM (series often up to 102 µM), for inactives: top-dose activity, negative = inhibition, usual class: inhibitors. 350,000 tested, 8.8% active; note: potency is the fitted concentration of half-maximal effect; % is set by controls: 0 for no effect and ±100 for the full control effect; nearly all actives have a fitted effect of over 75% in size
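Enzyme 20 nM + cpd, 15 min RT; add b-H3K9 pep 500 nM / SAM 20 uM; 2 h RT; anti-H3K9me1 Ab 0.5 ug/mL + SA donor / anti-rabbit acceptor beads 20 ug/mL each, 10 min; AlphaScreen read.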
HP1b chromo inh: blocks HP1-beta chromodomain binding to methylated histone tails. P83916. AlphaScreen HP1-beta / biotin-H3K9me3 peptide binding. 390,000 tested, 0.56% active. Potency, µM (highest dose often 114 µM), without a hit: top-dose activity change, negative = inhibition, most hits filed as inhibitors; note: potency is the fitted concentration of half-maximal effect; nearly all actives have a fitted effect of over 70% in size; inactives centre near 23
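Compound inhibition of the preformed complex between 50 nM HP1-beta and 50 nM biotinylated H3K9me3 peptide was read by AlphaScreen. Buffer was PBS pH 7.4 with 0.01% Tween-20. Incubations ran 30 min at room temperature, with 10 ug/mL donor/acceptor beads.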
* marks the source's active call; other numbers are inactive results; ? = inconclusive; nt = not tested or not shown; & = joins results of further samples; ! = not confirmed by another sample; [ ] = remark or other dose. Unless noted, calls come from the whole dose curve; as a rule, active = well fitted curve in the direction sought with a large enough effect; inconclusive = small, poorly fitted or top-dose-only effect, or another doubt; inactive = no such curve, though single readings can be large; an effect the other way counts as inactive or inconclusive. An excerpt; the hit share may differ from the screen's.

SMILES	GLS inh	ALOX12 inh	JMJD2A Tudor inh	BAZ2B block	ERG Ets-DNA blk	RGS4 inhibitor	PI4K2A block	G9a block	HP1b chromo inh
CN(C)CCCNc1nc(-c2ccccc2)nc2ccccc12	5%	?	-16%	8%	11%	-6%	-17	79µM*	30%
C[C@H](CO)N1C[C@H](C)[C@@H](CN(C)C(=O)Nc2ccccc2)Oc2ccc(NC(=O)NC3CCCCC3)cc2C1=O	4%	-7%	-25%	nt	0%	23%	0	nt	12%
O=C(CNS(=O)(=O)c1ccccc1)N1CCN(Cc2ccccc2)CC1	4%	-9%	-11%	-12%	-4%	29%	-4	9%	34%
O=C(CCCc1ccccc1)c1ccc2c(c1)OCCO2	-1%	-9%	205%[activator]	222%[activator]	-6%	-18%	2	159%[activator][59 µM]	373%[activator]
COc1cc(OC)cc(OCC(O)Cn2ccnc2)c1 (stereo unspecified)	21%	12%	-27%	6%	nt	-3%	-2	11%	16%
Fc1cccc(-c2oncc2-c2nnnn2-c2ccc(Cl)cc2)c1	11%	?	17%	34%	2%	-9%	0	10%[59 µM]	72%[activator]
CC(C)NC(=S)NC(=O)/C=C/c1ccc(F)cc1	0%	-31%	0%	5%	-2%	-19%	2	9%[59 µM]	21%
COc1ccc(OCC(=O)NCC(c2cccs2)N2CCOCC2)cc1 (stereo unspecified)	3%	-14%	-19%	9%	15%	-8%	5	-1%	11%
COc1ccccc1NC(=O)c1ccccc1Nc1ccccc1	-17%	-22%	10%	9%	-9%	-11%	-2	27%	42%[activator]
CCOc1ccccc1NC(=O)C(C)n1nnc2sc3c(c2c1=O)CCCC3 (stereo unspecified)	-1%	-3%	-29%	3%	-7%	-6%	0	26%[59 µM]	59%[activator]
COc1ccccc1CNC(=O)CCCNC(=O)c1ccc(Cl)cc1	-4%	-25%	1%	-17%	-7%	-1%	1	8%	19%
C=CC[C@@H](CC(=O)N[C@@H](CO)Cc1ccccc1)C(=O)N[C@H](COC(=O)[C@@H](CC=C)Cc1ccc(F)cc1)Cc1c[nH]c2ccccc12	-8%	-10%	-20%	nt	-15%	-2%	4	nt	35%
CC1(NC(=O)C23CC4CC(CC(C4)C2)C3)CCS(=O)(=O)C1 (stereo unspecified)	0%	-6%	-10%[57.1 µM]	-4%	-6%	-14%[56.9 µM]	-2	-27%[12.7 µM]	48%[activator]
CCOc1ccc(C(=O)OC2CCCN(C)C2)cc1 (stereo unspecified)	0%	-11%	11%	9%	-4%	-2%	-3	-3%	31%
Cn1nc(-c2ccc(Cl)cc2)nc2c(=O)n(C)c(=O)nc1-2	nt	nt	-17%[57.1 µM]	1%	nt	5%	nt	?	32%[57 µM]
COc1ccc(C(=O)Cn2c(=O)c(-c3cc(C)ccc3NC(C)=O)nc3ccccc32)cc1	?	?	-22%	-14%	-1%	19%	-1	-25%[59 µM]	19%
CCSc1nc(=S)cc(C)[nH]1	-12%	?	-11%	19%	4%	?	-8	10µM*	4%
Oc1ccc(Cl)c2cccnc12	10%&2%	4.5µM*!	18µM*	nt	-4%	-19%	-16&-3	24%[59 µM]	9%
Cc1ccc(C(=O)Nc2cccc(C(=O)O)c2)cc1S(=O)(=O)N1CCCCC1	-3%	nt	-4%	71%[activator]	-9%	26%	-5	57%[59 µM]	26%
Fc1cc(F)c2nc(Nc3nc4cc5c(cc4s3)OCO5)sc2c1	?	-24%	?	-35%	-2%	-50%	2	13%[59 µM]	112%[activator]

Only HP1b chromo inh (2 entries from above):
| Structure | HP1b chromo inh |
| --- | --- |
| C=CC[C@@H](CC(=O)N[C@@H](CO)Cc1ccccc1)C(=O)N[C@H](COC(=O)[C@@H](CC=C)Cc1ccc(F)cc1)Cc1c[nH]c2ccccc12 | 35% |
| Fc1cc(F)c2nc(Nc3nc4cc5c(cc4s3)OCO5)sc2c1 | 112%[activator] |

Additional structures follow:
SMILES	GLS inh	ALOX12 inh	JMJD2A Tudor inh	BAZ2B block	ERG Ets-DNA blk	RGS4 inhibitor	PI4K2A block	G9a block	HP1b chromo inh
CC(Sc1nnc(-c2ccco2)n1N)C(=O)NCc1ccc2c(c1)OCO2 (stereo unspecified)	1%	-1%	-1%	6%	0%	-18%	3	-24%	20%
Cc1ccc(-n2nc3ccc(NC(=O)COc4ccccc4)cc3n2)cc1Cl	8%	-9%	-11%	-11%	1%	14%	-1	-30%[59 µM]	3%
O=C(COC(=O)CNC(=O)c1sc2ccccc2c1Cl)Nc1cc(Cl)cc(Cl)c1	13%	-14%	-17%	-13%	?	1%	3	-20%	-2%
CN(C)C(CNC(=O)C1CCN(S(=O)(=O)c2ccccc2C(F)(F)F)CC1)Cc1ccccc1 (stereo unspecified)	-4%	6%	-15%	12%	1%	19%	-3	-2%	24%
CCCCn1c(SCC(=O)N2CCC(C(=O)OCC)CC2)nc2cc(S(N)(=O)=O)ccc21	6%	-1%	6%	10%	0%	-18%	9	?	17%
O=C(CSc1nc2c(c(=O)n1-c1ccc(Cl)cc1)SCC2)N1CCOCC1	-1%	-1%	-4%	2%	8%	16%	-4	?	23%
COC(=O)Nc1nc(-c2ccccc2)c(C(=O)c2ccccc2)s1	-6%	10%	-28%	-28%	-2%	5%	8	5%[2.33 µM]	26%
CCSc1nnc(NC(=O)CN2C(=O)C3CC=CCC3C2=O)s1 (stereo unspecified)	8%	-2%	-3%	?	-2%	12%	-1	28%[12.7 µM]	28%
COc1cc(OC)c2cc(C(=O)N[C@H](C(=O)N3CCC[C@H]3C(=O)O)C(C)C)n(C)c2c1	7%	0%	?	-30%	7%	16%	1	-5%	-3%
C=C(C)C(=O)Nc1cccc(C2=NOC3(C2)C[C@H](C(N)=O)N(C(=O)COc2ccc(Cl)cc2)C3)c1 (stereo partly specified)	10µM*	-10%	10µM*	6.3µM*	-7%	-3%	0	?	10µM*
CSc1nc(N(CCO)CCO)c2sc3nc(-c4ccco4)c4c(c3c2n1)CCC4	7.1µM*	?	-35%[11.4 µM]	?	9%	-27%[11.4 µM]	-56*	13µM*	11µM*
CC(=O)Nc1c(F)cc(Br)cc1F	-6%	-13%	-7%	-2%	5%	-6%	-12	9%	27%
C/C(=N/NC(=O)c1ccc(C)s1)c1cccnc1	-8%	?	35µM*	-29%	-1%	8%	2	?	24%
C=CCN1C(=O)c2ccc(C(=O)NCC(=O)Nc3c(C)cc(C)cc3C)cc2C1=O	0%	372%[activator]	-8%	-5%	10%	-8%	-3	27%[12.7 µM]	44%[activator]
Oc1ccc(Br)cc1-c1cc(-c2ccccc2)n[nH]1	-7%	21%	-7%[11.4 µM]	-1%	-15%	-9%[11.4 µM]	-2	6%[59 µM]	69%[activator]
CCc1cccc(C)c1NC(=O)CSc1nnc(CC)n2c1cc1occc12	-7%	-2%	-11%	-22%	-1%	0%	1	-6%[59 µM]	54%[activator]
O=C(Oc1ccccc1)N1CCCC1	-2%	9%	3%	2%	-11%	11%	1	23%	46%[activator]
COc1ccc(NC(=O)c2cc3c(=O)n(C)c4ccccc4c3n2C)cc1Cl	-1%	-4%	-10%	5%	0%	2%	-2	11%	36%
COc1ccc(/C(N)=N/OC(=O)CCCN2C(=O)c3ccccc3C2=O)cc1OC	-14%	-3%	?	-15%	-13%	?	-5	-8%	12%
COc1ccc(N2C(=O)Cc3ccccc3C2=O)cc1	?	0%	-13%	-17%	9%	9%	0	2%	15%
CCC(C)NC(=O)c1ccc(C2SCC(=O)N2Cc2ccccc2)cc1 (stereo unspecified)	0%	31%[activator]	-9%[11.4 µM]	-4%	4%	?	2	2%	2%
CCN(CC)CCCN1C=C2C(=O)C(C)(OC(=O)CCc3ccccc3)C(=O)C=C2C=C1c1ccc(C#N)cc1 (stereo unspecified)	0%	nt	?	-28%	-13%	12%	-2	-29%[59 µM]	-6%
CCS(=O)(=O)Nc1cccc(-c2cn3c(n2)SCC3)c1	7%	-1%	-6%	-37%	-2%	-31%	-1	-16%	12%[57 µM]
COc1ccc(OC)c(C2C(C(C)=O)=C(O)C(=O)N2CCC(=O)O)c1 (stereo unspecified)	0%	?	?	50µM*	nt	7%	-14	?	-7%
CCS(=O)c1scc(-c2ccc(Cl)cc2)c1C#N (stereo unspecified)	3%	163%[activator]	-3%	2%	-8%	13%	0	50µM*	27%
Cc1cc(C)n(Cc2ccc(NC(=O)c3ccc(COc4ccccc4Br)cc3)cc2)n1	-4%	4%	-8%	-8%	-5%	-2%	0	6%	35%
O=C1NC(=O)C2(CCC(C3CCCCC3)CC2)N1 (stereo unspecified)	-8%	-1%	3%	nt	5%	18%	0	nt	30%
COc1ccc(-c2nc(CSCC(=O)NC3CCCc4ccccc43)c(C)o2)cc1OC (stereo unspecified)	2%	0%	?	?	-13%	-18%	1	45µM*	15%
CC(C)C(=O)OC1CCS(=O)(=O)c2sccc21 (stereo unspecified)	-6%	25%	6%	3%	-1%	6%	-1	nt	41%[activator]
COc1ccc(N(CC(=O)NC2CCCCC2)C(=O)CNC(=O)c2ccco2)cc1	0%	?	-9%	-3%	26%	10%	0	14%	8%
CC(NC(=O)C1CCC(CNc2c(N3CCCCC3)c(=O)c2=O)CC1)c1ccccc1 (stereo unspecified)	-7%	-14%	-4%	-11%	22%	-7%	1	5%	2%
